KCNH2 WT inh – qHTS for Inhibitors of KCHN2 3.1: Wildtype qHTS | AID 720551, 2013 | 340,000 tested, 0.37% active | U2OS, BacMam KCNH2, thallium flux FluxOr; hits give low values | Voltage-gated inwardly rectifying potassium channel KCNH2 (Homo sapiens), Q12809 | activity change, % at 1.84 µM;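 active = maximum activity change below -70%; inconclusive = maximum activity change between -70% and -50%; inactive = maximum activity change above -50%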; also: % is scaled to controls: 0 for no effect and ±100 for the full control effect
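U2OS cells transduced with wild-type KCNH2 virus are loaded with FluxOr dye for 45 min, and thallium flux is measured in kinetic reads before and after stimulation buffer. Rate constants are normalized to DMSO controls.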
Mito fusion yeast – qHTS Assay for Small Molecule Inhibitors of Mitochondrial Division or Activators of Mitochondrial Fusion | S. cerevisiae fusion-defective mutant growth rescue, CellTiterGlo 48 h | Potency, µM (series often up to 46.1 µM), for the others: at the highest dose growth rescue (activation), hits mostly activators | 320,000 tested, 0.23% active;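 also: potency is read from the fitted curve at half-maximal effect; % of control where 0% means no effect; nearly all actives have a fitted effect of over 45% in size; temperature-sensitive fusion mutants such as fzo1-1 at 37 °C on non-fermentable ethanol glycerol medium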
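Temperature-sensitive fusion-defective S. cerevisiae (e.g. fzo1-1, mgm1-5) were grown with compound in YPEG medium (3% ethanol, 3% glycerol) for 48 hours at 37C. Growth rescue was measured as viability by CellTiterGlo luminescence after 10 minutes at ambient.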
PKM2 activator – qHTS Assay for Activators of Human Muscle isoform 2 Pyruvate Kinase. purified PKM2, Kinase-Glo ATP luminescence, activation; response scale: 0% is enzyme alone, no compound. AID 1631, 2009. 260,000 tested, 0.34% active. Potency, µM (series often up to 57.5 µM), for the others: at the highest dose activation, actives largely listed as activators. Pyruvate kinase PKM (Homo sapiens), P14618; also: potency is read from the fitted curve at half-maximal effect; % is scaled to controls: 0 for no effect and ±100 for the full control effect; nearly all actives have a fitted effect of over 55% in size
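ATP formation by purified human PK-M2, quantified via coupled luciferase luminescence after 1 h at room temperature with 0.1 mM ADP and 0.5 mM PEP final.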
Eya2 inh – qHTS Assay for Inhibitors of the Phosphatase Activity of Eya2 | Protein phosphatase EYA2 (Homo sapiens), O00167 | recombinant Eya2, OMFP fluorescence dephosphorylation (OMFP is methylfluorescein phosphate) | Potency, µM (titrated, usually from 76.9 µM), inactives show at the top dose activity, negative = inhibition, most hits filed as inhibitors | 330,000 tested, 0.006% active | AID 488837, 2010; also: potency is read from the fitted curve at half-maximal effect; % is scaled to controls: 0 for no effect and ±100 for the full control effect
Target sequence (O00167 whole entry, looked up): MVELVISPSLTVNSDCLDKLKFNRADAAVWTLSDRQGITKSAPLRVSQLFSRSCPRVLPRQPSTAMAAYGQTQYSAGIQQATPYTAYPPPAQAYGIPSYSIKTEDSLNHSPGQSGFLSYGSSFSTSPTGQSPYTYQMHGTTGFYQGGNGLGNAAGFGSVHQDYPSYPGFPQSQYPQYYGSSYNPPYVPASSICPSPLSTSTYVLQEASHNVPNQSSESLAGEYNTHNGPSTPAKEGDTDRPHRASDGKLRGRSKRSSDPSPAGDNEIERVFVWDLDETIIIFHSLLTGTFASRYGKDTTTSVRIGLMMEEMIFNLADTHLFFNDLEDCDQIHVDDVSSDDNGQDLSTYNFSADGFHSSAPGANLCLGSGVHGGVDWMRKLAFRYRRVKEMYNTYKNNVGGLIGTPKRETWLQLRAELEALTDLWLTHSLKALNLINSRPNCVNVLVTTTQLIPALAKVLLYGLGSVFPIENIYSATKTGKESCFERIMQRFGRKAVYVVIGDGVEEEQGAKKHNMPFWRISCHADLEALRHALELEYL
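Eya2 protein (added as 0.2 uM solution) was preincubated with compound for 10 min at ambient temperature in 50 mM HEPES pH 7.5, 50 mM NaCl, 5 uM MgCl2, 0.05% BSA, 1 mM DTT. OMFP (added at 50 uM) then reacted 10 min; fluorescence read at 485/525 nm.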
S-ASM inh – Inhibitors of Secretory Acid Sphingomyelinase (S-ASM): qHTS. AID 504937, 2011. placental ASM, HMU-PC fluorogenic substrate, 60 min. 340,000 tested, 0.006% active. Potency, µM (highest dose often 57.5 µM), without a hit: at the highest dose activity change, negative = inhibition, most hits filed as inhibitors; also: potency is read from the fitted curve at half-maximal effect
Target sequence (P17405 47-631 limits assumed): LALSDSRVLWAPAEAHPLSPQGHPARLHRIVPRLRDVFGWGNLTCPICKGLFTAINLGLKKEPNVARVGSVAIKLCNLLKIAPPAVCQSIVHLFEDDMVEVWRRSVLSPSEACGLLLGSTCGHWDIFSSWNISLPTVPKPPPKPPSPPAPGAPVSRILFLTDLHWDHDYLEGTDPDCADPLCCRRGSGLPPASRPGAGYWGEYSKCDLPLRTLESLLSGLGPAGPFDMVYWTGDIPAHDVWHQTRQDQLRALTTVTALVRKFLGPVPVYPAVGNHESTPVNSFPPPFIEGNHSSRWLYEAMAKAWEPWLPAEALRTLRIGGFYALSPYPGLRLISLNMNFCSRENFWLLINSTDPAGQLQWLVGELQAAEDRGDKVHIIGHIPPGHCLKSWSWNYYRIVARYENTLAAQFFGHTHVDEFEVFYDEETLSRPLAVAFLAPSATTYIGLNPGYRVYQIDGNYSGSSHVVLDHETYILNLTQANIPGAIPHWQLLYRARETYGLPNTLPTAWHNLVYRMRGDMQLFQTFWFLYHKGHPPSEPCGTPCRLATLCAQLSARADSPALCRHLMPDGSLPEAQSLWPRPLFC
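Human placenta-derived ASM preincubated with compound 10 min at room temperature, then reacted with 9 uM (final) fluorogenic HMU-PC substrate for 60 min at 37 C. Stop solution raises pH to 10; fluorescence read at Ex 386/Em 447 nm.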
MBNL1 CUG block – qHTS Assay for Inhibitors of MBNL1-poly(CUG) RNA binding | Potency, µM (doses to about 57.5 µM), for the others: at the top dose activity change, negative = inhibition, most hits filed as inhibitors | Muscleblind-like protein 1 (Homo sapiens), Q9NR56 | AID 2675, 2010 | 280,000 tested, 0.036% active | TR-FRET MBNL1-His/biotin-(CUG)12 binding, 665/545 ratio; active = well fitted inhibition curve with a large enough effect in the signal ratio, with a control signal flat, not every such curve was filed as active; inconclusive = small, poorly fitted or top-dose-only effect, or effect the other way, or a change in a side signal; inactive = no such curve, though single readings can be large or run the other way; the % refers to the signal ratio; also: potency is read from the fitted curve at half-maximal effect; % is scaled to controls: 0 for no effect and ±100 for the full control effect
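TR-FRET between His-tagged MBNL1 and biotin-(CUG)12 RNA, detected with Tb anti-His antibody (0.055 ng/ul) and streptavidin-XL665 (5 nM), 60 min at room temperature. Compounds titrated 92 nM to 58 uM; 665/545 nm ratio normalized to buffer and complex controls.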
GALK inh – qHTS Assay for Inhibitors of Human Galactokinase (GALK). Purified GALK, Kinase-Glo residual ATP luminescence. 270,000 tested, 0.007% active. P51570. Potency, µM (highest dose often 57.5 µM), for inactives: top-dose activity change, negative = inhibition, actives largely listed as inhibitors; also: potency is read from the fitted curve at half-maximal effect; % is scaled to controls: 0 for no effect and ±100 for the full control effect
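Luminescence from leftover ATP (Ultra-Glo luciferase/luciferin) served as read-out after a 1 h room-temperature reaction of 5 nM GALK with 35 uM ATP and 100 uM galactose.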
TSHR antag – Antagonists of the Thyroid Stimulating Hormone Receptor: HTS campaign | activity change, negative = inhibition, % at 11.5 µM | TSHR-expressing cells, TSH-stimulated cAMP HTRF, 2 h; hits give low values | 330,000 tested, 0.2% active | Thyrotropin receptor (Homo sapiens), P16473;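 active = activity change below a set negative limit, meaning inhibition stronger than a set level, cut at about -70% in these data; inconclusive = activity change between two set negative limits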; also: % is scaled to controls: 0 for no effect and ±100 for the full control effect
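Freshly harvested TSHR cells receive pin-tooled compound, then EC80 TSH at 4nM final. After 2 hours at 37 deg C, antibody in lysis buffer and cAMP-d2 are added; 30 minutes at ambient temperature precede the HTRF read.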
Menin MLL FP TR – qHTS Assay for Inhibitors Targeting the Menin-MLL Interaction in MLL Related Leukemias: Competition With Texas Red Labeled MLL-derived Mutant Peptide; 270,000 tested, 0.23% active; Potency, µM (highest dose often 61.6 µM), without a hit: at the highest dose FP activity change, negative = inhibition, usual class: inhibitors; AID 1768, 2009; O00255; Menin + Texas Red MLL mutant peptide, fluorescence polarization; active = well fitted inhibition curve with a large enough effect in the polarisation, with a control signal flat, not every such curve was filed as active; inconclusive = small, poorly fitted or top-dose-only effect, or effect the other way, or a change in a side signal; inactive = no such curve, though single readings can be large or run the other way; the % refers to the polarisation; also: potency is read from the fitted curve at half-maximal effect; % of control where 0% means no effect; many of its hits are not listed in these tables
Chronic BCR inh – qHTS Assay to Find Inhibitors of Chronic Active B-Cell Receptor Signaling | Potency, µM (top dose mostly 46.1 µM), without a hit: at the top dose ratio change, negative = lower green/red ratio, usual class: inhibitors | 340,000 tested, 0.05% active | AID 493014, 2011 | ABC-DLBCL IkBa-CBG/CBR reporter, luminescence ratio, 4 h; active = well fitted inhibition curve with a large enough effect in the signal ratio, with a control signal flat, not every such curve was filed as active; inconclusive = small, poorly fitted or top-dose-only effect, or effect the other way, or a change in a side signal; the % refers to the signal ratio;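 also: potency is read from the fitted curve at half-maximal effect; plate controls were basal doxycycline-induced cells for no effect and cells given 10 µM MG132 for full effect; MG132 reads +100%, hits lower the ratio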
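Concentration-response series (up to 46 uM) were applied to TMD8 dual-reporter cells for 4 h at 37C with doxycycline. Green/red ratio, after filter-overlap correction, defined %Activity; red signal alone was normalised to basal cells and zero luminescence.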
USP2a inh – qHTS Assay for Inhibitors of Ubiquitin-specific Protease USP2a Using CHOP2 as the Reporter; 330,000 tested, 0.01% active; Potency, µM (titrated, usually from 38.3 µM), without a hit: at the top dose activity change, negative = inhibition, most hits filed as inhibitors; USP2 core, Ub-CHOP2 coupled fluorogenic reporter, 485/531; Ubiquitin carboxyl-terminal hydrolase 2 (Homo sapiens), O75604;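 also: potency is read from the fitted curve at half-maximal effect; plate controls were DMSO wells for no effect and full inhibition by NEM control for full effect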
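USP2 core (10nM final) preincubated 30min RT with compound in 20mM Tris-HCl pH 8.0, 2mM CaCl2, 2mM beta-mercaptoethanol, 0.05% CHAPS; 25nM Ub-CHOP2 plus 25nM reporter substrate added, fluorescence (Ex485/Em531) read after 60min.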
An asterisk follows results filed as active; ? = inconclusive; nt = no result given; [ ] = remark or other dose. Unless noted, calls follow the shape of the dose curve; as a rule, active = well fitted curve in the direction sought with a large enough effect; inconclusive = small, poorly fitted or top-dose-only effect, or another doubt; inactive = no such curve, though single readings can be large; an effect the other way counts as inactive or inconclusive.

The line under a structure holds: KCNH2 WT inh, Mito fusion yeast, PKM2 activator, Eya2 inh, S-ASM inh, MBNL1 CUG block, GALK inh, TSHR antag, Menin MLL FP TR, Chronic BCR inh, USP2a inh
> Cc1ccc(S(=O)(=O)NCCC(=O)NCC(=O)Nc2c(C)cccc2C)cc1C
→ -5, -1%, nt, ?, 2%, nt, nt, -2, nt, -9%, 0%
> O=C(Nc1ccc(F)c(Cl)c1)N1CCCC1
→ -9, 18%, -8%, 3%, 5%, 0%, 7%, -6, 4%, ?, 0%
> O=C(Nc1ccccc1Cl)c1cccc(NS(=O)(=O)c2ccccc2)c1
→ nt, 16%, 1%, 13%, nt, -1%, -7%, 0, -3%, 9%, 3%
> CCOC(=O)c1[nH]ncc1CN1CCCC(C(=O)c2cccc3ccccc23)C1 (stereo not drawn)
→ 32, 4%, -2%, 3%, -1%, 11%, 1%, 0, -9%, -11%, -1%
> COc1ccc2[nH]c(=O)c(CN(CC3CCCO3)C(=O)Nc3ccccc3)cc2c1 (stereo not drawn)
→ 6, 1%, 2%, 17%, 16%, -2%, -1%, 2, -24%, 2%, 0%
> CN(C)S(=O)(=O)NCCNc1ccc(C(F)(F)F)cc1[N+](=O)[O-]
→ nt, -2%, 26%, -2%, -2%, ?, 0%, -8, -13%, -1%, -3%
> S=c1[nH]nc(-c2ccc(Cl)cc2)n1-c1ccc(Cl)cc1
→ -24, 9%, 1%[11.5 µM], 3%, -4%, 52%[activator], 1%, -3, 2%, 1%, 1%
> CC1CCCCN1CCCNC(=O)C1CCN(c2nc3ccccc3o2)CC1 (stereo not drawn)
→ 34, 0%, -2%, -19%, 7%, 4%, 0%, -6, -7%, 8%, 0%
> COc1ccc2[nH]c(C(=O)N(C)c3ccc(F)cc3F)cc2c1
→ -4, -1%, 1%, -10%, -1%, nt, 1%, -13, nt, ?, 2%
> COc1cc(/C=C/C(=O)OCC(=O)Nc2ccc3c(c2)OCCO3)ccc1O
→ 3, -4%, 3%, 9%, 13%, -2%, 0%, 25, -20%, -2%, 2%
> CC(C)(C)c1ccc(C(=O)N2CCN(c3ncccn3)CC2)cc1
→ 2, 0%, nt, 4%, 2%, 4%, 0%, -7, -8%, 2%, 4%
> COc1ccc(Cl)cc1NC(=O)CCS(=O)(=O)c1cc2c(cc1C)NC(=O)CO2
→ 2, 0%, 0%, ?, -2%, -5%, nt, -2, 6%, -25%, 0%
> COc1cccc(CN(C)CC(=O)NNC(=O)c2ccc(Cl)cc2)c1
→ 0, -2%, -6%, 5%, 9%, nt, 0%, -3, -8%, 2%, 2%
> COc1c2c(nc3occc13)C(CC=C(C)C)(OC)C(OC(C)=O)CC2 (stereo not drawn)
→ -3, 19%, -3%, 2%, -3%, -19%, 0%, -1, 0%, -14%, 2%
> CCNS(=O)(=O)c1ccc(CCC(N)=O)cc1
→ -1, -2%, 2%, -10%, -3%, -8%, -2%, -7, 9%, ?, 1%
> Cc1ccc(NC(=O)CCS(=O)(=O)c2ccc3c(c2)NC(=O)C(C)S3)cc1Cl (stereo not drawn)
→ 2, 3%, -2%, ?, -11%, 3%, -2%, -12, 19%, 9%, 4%
> CCC1CCCCN1Cc1ccc(OC)c(C)c1 (stereo not drawn)
→ 5, -2%, 3%, -1%, 4%, -11%, 2%, -11, 5%, -9%, 6%
> CCN(C(=O)CN1C(=O)NC(c2ccccc2)(c2ccc(C)c(C)c2)C1=O)C1CCCCC1 (stereo not drawn)
→ -1, -15%, nt, -22%, -5%, nt, nt, -1, nt, 11%, 0%
> Cc1ccc(-n2cnc3c(sc4nc(N5CCOCC5)c5c(c43)CCCC5)c2=O)cc1
→ 4, -2%, 1%, -13%, -3%, -13%, -3%, -5, nt, 3%, 10%
> Cc1cccc(NC(=O)C2CCCN(C(=O)Nc3ccc(F)cc3)C2)c1 (stereo not drawn)
→ -25, -21%, -1%, -3%, 0%, 0%, 0%, 0, 23%, 7%, 0%
> CCOc1ncccc1C(=O)OCc1cccc([N+](=O)[O-])c1
→ -2, 11%, nt, ?, -4%, 16%, 11%, 4, -12%, -9%, -2%
> CN1C(=O)c2ccc(NC(=O)c3cccc4ccccc34)cc2C1=O
→ -4, 6%, nt, 5%, 32%[activator], 12%, 2%, -8, -22%, -9%, -1%
> O=C(CN1CCN(c2ccc(Cl)cc2)CC1)c1ccc2c(c1)OCO2
→ 11, -4%, -7%, 12%, -8%, 2%, -1%, 11, -12%, -17%, -1%
> COC(=O)C1(C)NC(c2cccs2)C2C(=O)N(c3ccccc3F)C(=O)C21 (stereo not drawn)
→ 11, -6%, -19%, 1%, 4%, 4%, 0%, 9, 4%, -12%, 3%
> CCCNC(=O)C1CCC(CNS(=O)(=O)c2ccc3c(c2)N(C(C)=O)CCO3)CC1 (stereo not drawn)
→ 6, 0%, nt, -20%, 1%, 3%, 8%, -3, -9%, -4%, -2%
> COc1ccc(S(=O)(=O)N2CCCCC2)cc1NC(=O)CSc1nnc(C2CC2)n1C
→ 18, 2%, nt, 1%, 4%, nt, nt, 1, nt, 10%, 2%
> CC(=O)NS(=O)(=O)c1ccc(NC(=O)c2oc3c(Cl)cccc3c2C)cc1
→ -4, 2%, -3%, 0%, 0%, 5%, -3%, -9, nt, 4%, -1%
> CCC(=O)NNC(=S)NC(=O)c1ccc(C)cc1
→ 4, -2%, 3%, 9%, 7%, -4%, 4%, 14, 0%, 11%, 2%
> COc1ccc(N2CCN(C(=O)CN(c3ccc(OC)cc3)S(=O)(=O)c3ccccc3)CC2)cc1
→ 14, 4%, 4%, -2%, -13%, -1%, -5%, -9, -6%, ?, 0%
> CC(C)(C)C(=O)Nc1ccc(S(=O)(=O)Nc2nccs2)cc1
→ 0, -21%, nt, 1%, 5%, -11%, -3%, 8, -25%, ?, 2%
> Cc1cccc(/N=C/c2c(O)cc(C)oc2=O)n1
→ -11, -2%, -9%, -16%, 2%, 11%, -3%, 2, 14%, -1%, 3%
> O=C(NC1CC1)c1cc2cc(Br)ccc2s1
→ -2, 24%, -2%, 3%, -3%, 26%, 6%, 18, ?, 4%, 0%
> O=C(c1cccc(Cl)c1)N1CCN(Cc2ccc3c(c2)OCO3)CC1
→ -14, 4%, 0%, 7%, -1%, -1%, 3%, -120*, -16%, -1%, 1%
> Cc1ccnc(NC(=O)CCC(=O)N(CC(=O)NC(C)(C)C)Cc2ccc3c(c2)OCO3)c1
→ 5, 6%, -2%, 0%, 4%, -7%, -2%, -4, -15%, -28%, -2%
> CC1Cc2nc(SCC(=O)Nc3nccs3)n(C)c(=O)c2S1 (stereo not drawn)
→ 4, 0%, ?, 9%, -3%, 0%, -2%, 22, -2%, 0%, 2%
> CN(C)CCNC(=O)c1ccccc1-c1ccccc1
→ -12, -2%, -8%, -23%, 3%, -5%, -1%, 2, -2%, -1%, 0%
> OC1(c2ccc(Br)cc2)CCNCC1
→ -5, -9%, 5%, -4%, 1%, -6%, -1%, -5, 8%, -4%, -1%

Bioassay records from PubChem.

Only part of the results is shown (hit frequency here may not be typical).
